Screening data: PubChem BioAssay, several laboratories
Fam108B inh – mouse Fam108B serine hydrolase inhibitors, primary screen, counter-screen for RBBP9 inhibitor project, biochemical, fluorescence polarization; recombinant Fam108B, FP-Rh probe fluorescence polarization; inhibition, % at 9.51 µM; hit rate 0.33% among 300,000;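 active = inhibition above the screen mean inhibition plus 3 SD, computed separately per campaign, cut at about 18% in these data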;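 note: inhibitors lower polarization as less probe binds the enzyme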
Efflux pump mplx – inhibitors of Candida efflux pumps in yeast, primary screen, S. cerevisiae, Nile Red, multiplex; S. cerevisiae Candida pump triplex; inhibition, % at 10 µM; hit rate 0.44% among 330,000; AID 485275, 2010;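 active = plate passing quality check with inhibition over a set limit, or well fluorescence over plate mean plus 4 SD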;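 note: Nile Red retained in pooled yeast measured as flow cytometry median fluorescence; 0% = buffer negative control and 100% = Enniatin B positive control; higher means more Nile Red kept so more efflux inhibition; some compounds called inactive have numbers as strong as hits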
GLD-1 RNA inh – GLD-1/TGE RNA complex disruptors, primary screen, biochemical, fluorescence polarization; inhibition, % at 5.96 µM; purified GLD-1 + fluorescein TGE RNA; hit rate 0.44% among 320,000; Female germline-specific tumor suppressor gld-1 (Caenorhabditis elegans), Q17339;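 active = percent inhibition above a per-plate cutoff, the plate mean of test compounds plus 3 SD, cut at about 30% in these data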;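 note: 0% = DMSO wells with GLD-1 and probe and 100% = wells lacking GLD-1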
Target sequence (Q17339 whole entry, looked up): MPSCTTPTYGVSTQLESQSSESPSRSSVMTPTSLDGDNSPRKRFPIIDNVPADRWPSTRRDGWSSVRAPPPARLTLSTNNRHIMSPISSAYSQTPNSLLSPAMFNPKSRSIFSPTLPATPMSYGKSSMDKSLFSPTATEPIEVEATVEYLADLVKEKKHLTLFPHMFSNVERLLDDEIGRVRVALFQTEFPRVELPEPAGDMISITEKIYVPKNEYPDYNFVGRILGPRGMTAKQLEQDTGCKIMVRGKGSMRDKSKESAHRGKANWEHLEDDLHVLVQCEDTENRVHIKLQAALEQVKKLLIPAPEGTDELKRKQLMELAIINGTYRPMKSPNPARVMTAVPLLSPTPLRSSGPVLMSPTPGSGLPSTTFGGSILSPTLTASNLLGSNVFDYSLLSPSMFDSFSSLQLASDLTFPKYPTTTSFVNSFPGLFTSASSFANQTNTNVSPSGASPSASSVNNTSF
VLA-4 inh – inhibition in human VLA-4 binding assay, primary screen, VLA-4 allosteric modulator project, MLPCN library, flow cytometry, VLA-4 expressing cells; Integrin alpha-4 (Homo sapiens), P13612; ligand binding flow cytometry; inhibition, % (about 7 µM as worked out from the volumes in the protocol); hit rate 0.2% among 330,000; AID 2557, 2010; in the data active = inhibition above about 50%
MCL1 BIM primary – inhibitors of MCL1 binding to BIM-BH3, primary screen, biochemical, fluorescence polarization; Induced myeloid leukemia cell differentiation protein Mcl-1 (Homo sapiens), Q07820; GST-MCL1 / FITC-Bim-BH3 fluorescence polarization; inhibition, % at 10.9 µM; hit rate 0.68% among 320,000; AID 2057, 2009;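 active = inhibition above the mean inhibition of all tested compounds plus 3 SD, set per campaign, cut at about 40% in these data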;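 note: 0% = DMSO wells and 100% = unlabeled Bim-BH3 peptide control; higher means more loss of mP so more displacement of Bim peptide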
MEX-5 binding – MEX-5 zinc finger RNA-binding disruptors – biochemical, C. elegans, fluorescence polarization, MLPCN library, primary screen | Zinc finger protein mex-5 (Caenorhabditis elegans), Q9XUB2 | MEX-5/FITC-TCR2 RNA binding; hits give low values | AID 1832, 2009 | activity score (negative = inhibition of binding), % at 10 µM | hit rate 0.38% among 300,000;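 active = inhibition past about -25% in most replicates, and total fluorescence under double the plate's negative control median, limit read from the data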;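 note: 0% = DMSO and -100% = 5 µM competing unlabeled TCR2 RNA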
Bcl-xL primary – inhibitors of human Bcl-xL, primary screen, biochemical, fluorescence polarization, HTS. Bcl-2-like protein 1 (Homo sapiens), Q07817. GST-Bcl-xL / FITC-Bim BH3 peptide fluorescence polarization. inhibition, % at 10.9 µM. hit rate 0.7% among 320,000. AID 2129, 2009;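 active = inhibition above the mean of all tested compounds plus 3 SD, cutoff set per campaign, cut at about 30% in these data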;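 note: 0% = DMSO wells and 100% = unlabeled Bim-BH3 peptide competitor; inhibitors lower millipolarization by displacing the labeled peptide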
Target sequence (Q07817 whole entry, looked up): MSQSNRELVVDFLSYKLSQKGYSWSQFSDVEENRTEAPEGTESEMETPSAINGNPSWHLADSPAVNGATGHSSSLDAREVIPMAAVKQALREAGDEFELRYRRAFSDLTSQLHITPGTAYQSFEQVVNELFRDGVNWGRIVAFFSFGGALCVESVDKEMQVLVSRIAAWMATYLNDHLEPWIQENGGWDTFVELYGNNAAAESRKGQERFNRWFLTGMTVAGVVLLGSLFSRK
PME-1 primary – PME-1 inhibitors via competitive probe labeling, primary screen, biochemical, fluorescence polarization, FP-Rh probe, HTS; Protein phosphatase methylesterase 1 (Homo sapiens), Q9Y570; recombinant PME-1; inhibition, % at 5.9 µM; hit rate 0.53% among 320,000;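 active = inhibition above the campaign mean of all compounds plus 3 SD, cut at about 26% in these data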;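 note: competitive labeling of PME-1 active site by serine hydrolase directed probe; 0% = PME-1 with DMSO and 100% = wells lacking PME-1 enzyme; inhibitors block probe labeling so polarization falls and inhibition rises; many of its hits are not listed in these tables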
Target sequence (Q9Y570 whole entry, looked up): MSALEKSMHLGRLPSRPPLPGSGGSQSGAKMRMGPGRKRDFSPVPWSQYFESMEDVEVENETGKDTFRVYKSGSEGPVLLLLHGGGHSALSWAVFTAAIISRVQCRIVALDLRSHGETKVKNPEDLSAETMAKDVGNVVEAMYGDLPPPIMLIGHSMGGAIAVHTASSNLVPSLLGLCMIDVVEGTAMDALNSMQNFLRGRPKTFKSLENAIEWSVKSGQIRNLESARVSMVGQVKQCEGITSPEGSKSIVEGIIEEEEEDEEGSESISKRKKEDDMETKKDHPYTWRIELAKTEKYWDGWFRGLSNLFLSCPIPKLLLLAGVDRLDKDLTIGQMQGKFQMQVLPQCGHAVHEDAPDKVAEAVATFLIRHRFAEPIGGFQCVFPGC
GRK2 inh – compounds blocking aptamer binding on GRK2 – biochemical, human GRK2, bead flow cytometry, HTS, primary screen; AID 488847, 2010; FAM-aptamer displacement from GRK2; hit rate 0.59% among 330,000; Beta-adrenergic receptor kinase 1 (Homo sapiens), P25098; inhibition of aptamer binding, % at 10 µM;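 active = inhibition of aptamer binding above 40%, roughly 3 SD of noise, on plates passing a quality check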;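 note: median bead fluorescence of bound FAM aptamer so fluorescent compounds give negative values; no value below 0 was filed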
* = called active by the depositor. Some of the compounds tested. The share of hits here may be higher or lower than overall.

Results for CCN(c1ccccc1)S(=O)(=O)c1cc(C(=O)NCC(c2ccco2)N2CCCCC2)ccc1C (stereo not given) ?
Efflux pump mplx: 0.2; GLD-1 RNA inh: -2; VLA-4 inh: -6; GRK2 inh: 0

Results for Cc1cc(SCC(=O)NC2CC2)nc2ccccc12 ?
Efflux pump mplx: 0.2; GLD-1 RNA inh: -2; VLA-4 inh: 12; GRK2 inh: 0

How did CCc1c(C)nc2ncnn2c1Nc1ccc(C)c(C)c1 do in these assays?
Fam108B inh: -1; Efflux pump mplx: -0.1; GLD-1 RNA inh: 3; VLA-4 inh: -3; MCL1 BIM primary: 6; MEX-5 binding: 0.7; Bcl-xL primary: 11; PME-1 primary: -2; GRK2 inh: 0

How did Cc1csc2ncc(C(=O)Nc3ccccc3Cl)c(=O)n12 do in these assays?
Fam108B inh: -1; Efflux pump mplx: -0.3; GLD-1 RNA inh: 0; VLA-4 inh: 27; MCL1 BIM primary: 6; MEX-5 binding: 0.5; Bcl-xL primary: 2; PME-1 primary: 4; GRK2 inh: 0

What do the screens show for `O=C(Nc1ccc(Cl)cc1Cl)c1ccc2c(=O)n3c(nc2c1)CCC3`?
Fam108B inh: -7; Efflux pump mplx: 0.1; GLD-1 RNA inh: 3; VLA-4 inh: 3; MCL1 BIM primary: -10; MEX-5 binding: -1.1; Bcl-xL primary: 0; PME-1 primary: -8; GRK2 inh: 0

What do the screens show for `CCCNC(=O)NNC(=O)c1cc(-c2ccc3c(c2)OCO3)nc2ccccc12`?
Fam108B inh: -2; Efflux pump mplx: 0.0; GLD-1 RNA inh: -4; VLA-4 inh: 1; MCL1 BIM primary: 11; MEX-5 binding: 0.2; Bcl-xL primary: 6; PME-1 primary: 1; GRK2 inh: 0

How did COc1ccccc1CNC(=O)C1Cc2cc(S(=O)(=O)N3CCCC3)ccc2N1C(C)=O (stereo not given) do in these assays?
Fam108B inh: 5; Efflux pump mplx: -0.1; GLD-1 RNA inh: -7; VLA-4 inh: 1; MCL1 BIM primary: -2; MEX-5 binding: -2.1; Bcl-xL primary: 2; PME-1 primary: 8; GRK2 inh: 0

Results for CCCCn1c(N)c(N(CCOC)C(=O)c2cccc(N3C(=O)c4ccccc4C3=O)c2)c(=O)[nH]c1=O ?
Fam108B inh: 3; Efflux pump mplx: 0.0; GLD-1 RNA inh: 11; VLA-4 inh: 1; MCL1 BIM primary: -6; MEX-5 binding: -0.5; Bcl-xL primary: -2; PME-1 primary: -5; GRK2 inh: 2

Results for COc1ccccc1NC(=O)CSc1nc(=O)n(CCN(C)C)c2c1CCCC2 ?
Fam108B inh: -1; Efflux pump mplx: 0.0; GLD-1 RNA inh: 16; VLA-4 inh: 37; MCL1 BIM primary: -2; MEX-5 binding: 0.3; Bcl-xL primary: -4; PME-1 primary: -3; GRK2 inh: 1

What do the screens show for `O=Nc1c(O)n(Cc2cccc(Cl)c2)c2ccccc12`?
Fam108B inh: -22; Efflux pump mplx: 0.3; GLD-1 RNA inh: -1; VLA-4 inh: 8; MCL1 BIM primary: 1; MEX-5 binding: 2.3; Bcl-xL primary: 1; PME-1 primary: -57; GRK2 inh: 0

How did COCCCNC(=O)c1cc(-c2cccnc2)nc2ccc(S(=O)(=O)N3CCCCCC3)cc12 do in these assays?
Fam108B inh: -5; Efflux pump mplx: -0.3; GLD-1 RNA inh: -2; VLA-4 inh: 0; MCL1 BIM primary: 2; MEX-5 binding: -2.8; Bcl-xL primary: 1; PME-1 primary: -13; GRK2 inh: 0

What do the screens show for `CC(C)C(O)(C#CCN1CCCCC1)C(C)C`?
Fam108B inh: 4; Efflux pump mplx: 14*; GLD-1 RNA inh: 3; VLA-4 inh: 34; MCL1 BIM primary: 8; MEX-5 binding: -2.8; Bcl-xL primary: 3; PME-1 primary: -1; GRK2 inh: 1

How did Cc1ccccc1C(=O)Nc1ccc(C(=O)NNC(=O)CCCOc2ccc(Cl)cc2Cl)cc1 do in these assays?
Fam108B inh: -7; Efflux pump mplx: -0.1; GLD-1 RNA inh: 7; VLA-4 inh: 2; MCL1 BIM primary: -8; MEX-5 binding: -0.1; Bcl-xL primary: -1; PME-1 primary: -3; GRK2 inh: 0

Results for CCC(=O)N1CCc2cc(S(=O)(=O)CCC(=O)Nc3ccc(CC)cc3)ccc21 ?
Fam108B inh: 1; Efflux pump mplx: -0.1; GLD-1 RNA inh: 5; VLA-4 inh: -1; MCL1 BIM primary: 3; MEX-5 binding: -0.3; Bcl-xL primary: 2; PME-1 primary: 4; GRK2 inh: 1

What do the screens show for `CN1C(=O)[C@H]2[C@@H](c3ccc(F)cc3)N3C(=O)c4ccccc4NC(=O)[C@@]3(C)[C@H]2C1=O`?
Fam108B inh: 1; Efflux pump mplx: -0.2; GLD-1 RNA inh: 5; VLA-4 inh: 8; MCL1 BIM primary: 3; MEX-5 binding: 1.1; Bcl-xL primary: 6; PME-1 primary: 1; GRK2 inh: 0

What do the screens show for `CCn1nnnc1SCC(=O)Nc1ccc(F)cc1`?
Fam108B inh: 2; Efflux pump mplx: 0.0; GLD-1 RNA inh: 12; VLA-4 inh: -1; MCL1 BIM primary: 1; MEX-5 binding: 3.1; Bcl-xL primary: -1; PME-1 primary: 0; GRK2 inh: 2

What do the screens show for `CN(C)/C=N/C(=S)Nc1ccc(Cl)c(Cl)c1`?
Fam108B inh: 1; Efflux pump mplx: 0.2; GLD-1 RNA inh: -7; VLA-4 inh: 19; MCL1 BIM primary: 8; MEX-5 binding: 1.0; Bcl-xL primary: 6; PME-1 primary: -3; GRK2 inh: 0

How did O=S1(=O)CCC(NS(=O)(=O)/C=C/c2ccccc2)C1 (stereo not given) do in these assays?
Fam108B inh: -3; Efflux pump mplx: 0.8; GLD-1 RNA inh: 6; VLA-4 inh: 10; MCL1 BIM primary: 6; MEX-5 binding: -2.8; Bcl-xL primary: 5; PME-1 primary: 1; GRK2 inh: 0

What do the screens show for `Cc1nc(N2CCOCC2)nc(N2CCN(c3ccccc3)CC2)c1[N+](=O)[O-]`?
Fam108B inh: 1; Efflux pump mplx: 0.1; GLD-1 RNA inh: 10; VLA-4 inh: 2; MCL1 BIM primary: 0; MEX-5 binding: -1.3; Bcl-xL primary: 2; PME-1 primary: -1; GRK2 inh: 1

What do the screens show for `Cc1oc(C(=O)O)cc1COc1cccc2cccnc12`?
Fam108B inh: 7; Efflux pump mplx: 0.1; GLD-1 RNA inh: 3; VLA-4 inh: 7; MCL1 BIM primary: 32; MEX-5 binding: -4.1; Bcl-xL primary: 11; PME-1 primary: -4; GRK2 inh: 1

Results for Cc1ccc(-n2c(SCC(=O)Nc3cccc(C)c3)nc3c(oc4ccccc43)c2=O)cc1 ?
Fam108B inh: -16; Efflux pump mplx: -0.3; GLD-1 RNA inh: 1; VLA-4 inh: -9; MCL1 BIM primary: 2; MEX-5 binding: 1.6; Bcl-xL primary: 3; PME-1 primary: -25; GRK2 inh: 0

Results for O=C(COc1cccc2c1CCN(Cc1ccc(Br)cc1)C2=O)NCc1ccco1 ?
Fam108B inh: 0; Efflux pump mplx: -0.2; GLD-1 RNA inh: 5; VLA-4 inh: 0; MCL1 BIM primary: -1; MEX-5 binding: -3.2; Bcl-xL primary: 4; PME-1 primary: 6; GRK2 inh: 4

Results for Cc1ccc2oc(=O)c3cnn(CC(=O)NCCN(C)C)c3c2c1 ?
Fam108B inh: 0; Efflux pump mplx: 0.0; GLD-1 RNA inh: 3; VLA-4 inh: 15; MCL1 BIM primary: -5; MEX-5 binding: 1.3; Bcl-xL primary: -1; PME-1 primary: 1; GRK2 inh: 1

Results for COc1cc(NC(=S)Nc2ccc(OC(F)F)cc2)cc(OC)c1 ?
Fam108B inh: 4; Efflux pump mplx: -0.2; GLD-1 RNA inh: 10; VLA-4 inh: -4; MCL1 BIM primary: 1; MEX-5 binding: 1.1; Bcl-xL primary: 6; PME-1 primary: 3; GRK2 inh: 2

Results for Cc1c(Cl)cccc1N1CC(C)(C)C1=O ?
Fam108B inh: 3; Efflux pump mplx: 0.0; GLD-1 RNA inh: -1; VLA-4 inh: 2; MCL1 BIM primary: 5; MEX-5 binding: -0.5; Bcl-xL primary: 6; PME-1 primary: 1; GRK2 inh: 1

How did Cc1ccc(S(=O)(=O)N2CCOCC2)cc1C(=O)NC(=S)N(Cc1ccccc1)C(C)C do in these assays?
Fam108B inh: 2; Efflux pump mplx: -8.3; GLD-1 RNA inh: -2; VLA-4 inh: 23; MCL1 BIM primary: 14; MEX-5 binding: -0.7; Bcl-xL primary: 2; PME-1 primary: 1; GRK2 inh: 0

Results for Nc1nnn(CC(=O)N/N=C/c2cn[nH]c2-c2ccccc2)n1 ?
Fam108B inh: 1; Efflux pump mplx: 0.1; GLD-1 RNA inh: 7; VLA-4 inh: 3; MCL1 BIM primary: -2; MEX-5 binding: 2.4; Bcl-xL primary: 1; PME-1 primary: -1; GRK2 inh: 0

What do the screens show for `CC1=C(C(=O)Nc2cccc(C(=O)N3CCC(C(N)=O)CC3)c2)SCCO1`?
Fam108B inh: 5; Efflux pump mplx: 0.0; GLD-1 RNA inh: 4; VLA-4 inh: -1; MCL1 BIM primary: 6; MEX-5 binding: -0.3; Bcl-xL primary: 5; PME-1 primary: 5; GRK2 inh: 1

How did Cc1ccc(S(=O)(=O)c2ccc(NC(=O)c3c(F)cccc3F)cc2)cc1 do in these assays?
Fam108B inh: -5; Efflux pump mplx: 0.0; GLD-1 RNA inh: 1; VLA-4 inh: 21; MCL1 BIM primary: -7; MEX-5 binding: 0.1; Bcl-xL primary: 1; PME-1 primary: -8; GRK2 inh: 0

How did CC(C(=O)N(C)C)N1c2cccc3cccc(c23)S1(=O)=O (stereo not given) do in these assays?
Fam108B inh: -4; Efflux pump mplx: 0.3; GLD-1 RNA inh: 5; VLA-4 inh: -4; MCL1 BIM primary: -3; MEX-5 binding: -1.2; Bcl-xL primary: 2; PME-1 primary: 3; GRK2 inh: 1

Results for O=C(N/N=C/c1cccc([N+](=O)[O-])c1)c1ccccc1-n1cccc1 ?
Fam108B inh: -1; Efflux pump mplx: -0.1; GLD-1 RNA inh: -5; VLA-4 inh: 8; MCL1 BIM primary: -4; MEX-5 binding: 0.6; Bcl-xL primary: 14; PME-1 primary: -4; GRK2 inh: 0

What do the screens show for `Cn1nc(CC(=O)NCCN2C(=O)CSC2=O)c2ccccc2c1=O`?
Fam108B inh: 1; Efflux pump mplx: 0.0; GLD-1 RNA inh: -1; VLA-4 inh: -14; MCL1 BIM primary: 6; MEX-5 binding: -0.8; Bcl-xL primary: 1; PME-1 primary: 0; GRK2 inh: 0
